Source: PubChem BioAssay
RGS8-Gao: RGS8-Galphao binding modulators, primary screen, biochemical, multiplexed bead flow cytometry | response (percent of control binding), % at 10 µM | Guanine nucleotide-binding protein G(o) subunit alpha (Homo sapiens), P09471 | 220,000 tested, 0.34% active | actives lie on both sides; in the data active = response below about 60% or above about 140%; inactive = in between;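 note: Galphao activated as the GDP aluminium fluoride complex binding bead-coupled RGS8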
Bcl-B Bim block: inhibitors of Bim-Bcl-B binding, primary screen, biochemical, multiplexed, human Bcl-2 family | AID 951, 2007 | Bcl-2-like protein 10 (Homo sapiens), Q9HD36 | inhibition, % at 10 µM | 190,000 tested, 0.073% active | bead-based flow cytometry, Bim peptide-Bcl-B binding;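 note: 0% = tracer peptide without compound and 100% = reference inhibitor peptide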
Target sequence (Q9HD36 whole entry, looked up): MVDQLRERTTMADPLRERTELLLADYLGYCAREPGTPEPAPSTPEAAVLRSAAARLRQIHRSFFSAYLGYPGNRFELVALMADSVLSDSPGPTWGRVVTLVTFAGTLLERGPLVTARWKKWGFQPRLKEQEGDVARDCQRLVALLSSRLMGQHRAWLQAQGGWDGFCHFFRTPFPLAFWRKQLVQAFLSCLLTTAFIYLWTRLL
Bcl-2 Bim block: inhibitors of Bim-Bcl-2 binding, primary screen, biochemical, multiplexed, human Bcl-2 family; Apoptosis regulator Bcl-2 (Homo sapiens), P10415; Bead-based flow cytometry, Bim peptide-Bcl-2 binding; inhibition, % at 10 µM; 190,000 tested, 0.06% active; in the data active = inhibition above about 40%; inconclusive = no clear call, values can overlap the other calls;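 note: 0% = no compound wells with probe peptide and 100% = reference peptide inhibitor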
Target sequence (P10415 whole entry, looked up): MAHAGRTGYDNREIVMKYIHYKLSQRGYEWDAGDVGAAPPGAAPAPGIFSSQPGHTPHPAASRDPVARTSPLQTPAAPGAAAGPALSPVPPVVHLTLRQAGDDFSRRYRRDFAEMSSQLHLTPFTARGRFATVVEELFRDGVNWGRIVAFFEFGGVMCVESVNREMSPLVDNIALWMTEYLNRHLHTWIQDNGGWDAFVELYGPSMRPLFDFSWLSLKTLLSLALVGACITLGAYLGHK
Bim-Bcl-W: inhibitors of Bim binding to Bcl-W, primary screen, biochemical, multiplexed, bead-based flow cytometry. Bim peptide-Bcl-W binding. AID 952, 2007. inhibition, % at 10 µM. 190,000 tested, 0.02% active;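 note: 0% = bound tracer without compound and 100% = peptide blocker; higher means less fluorescent Bim peptide bound to Bcl-W beads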
Target sequence (Q92843 whole entry, looked up): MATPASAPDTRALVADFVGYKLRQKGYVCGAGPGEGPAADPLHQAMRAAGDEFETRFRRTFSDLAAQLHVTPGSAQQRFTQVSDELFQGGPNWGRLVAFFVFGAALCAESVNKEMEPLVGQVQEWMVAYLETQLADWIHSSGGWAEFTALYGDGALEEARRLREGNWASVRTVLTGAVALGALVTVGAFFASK
RGS7-Gao reg: RGS7-Galphao binding modulators, primary screen, biochemical, multiplexed bead flow cytometry | Guanine nucleotide-binding protein G(o) subunit alpha (Homo sapiens), P09471 | actives lie on both sides | binding response (% of control), % at 10 µM | 220,000 tested, 0.35% active | AID 1439, 2008; in the data active = binding response below about 49% or above about 150%; inconclusive = no clear call, values can overlap the other calls; inactive = in between;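 note: fluorescent Galphao held in activated GDP-AlF4 state binding bead-coupled RGS7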
Mcl1-Noxa inh: Mcl-1/Noxa binding inhibitors, primary screen, biochemical, TR-FRET, 1536-well | 220,000 tested, 1.5% active | Induced myeloid leukemia cell differentiation protein Mcl-1 (Homo sapiens), Q07820 | TR-FRET Mcl-1/Noxa peptide binding, 2 h | AID 1022, 2008 | inhibition, % at 21.7 µM;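 active = compounds that cut the protein-peptide binding signal by more than 50% relative to plate controls in a single-dose test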;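 note: His-tagged Mcl-1 with rhodamine Noxa BH3 peptide and terbium anti-His antibody; 0% = Mcl-1 plus Noxa peptide wells and 100% = peptide-only wells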
Target sequence (Q07820 whole entry, looked up): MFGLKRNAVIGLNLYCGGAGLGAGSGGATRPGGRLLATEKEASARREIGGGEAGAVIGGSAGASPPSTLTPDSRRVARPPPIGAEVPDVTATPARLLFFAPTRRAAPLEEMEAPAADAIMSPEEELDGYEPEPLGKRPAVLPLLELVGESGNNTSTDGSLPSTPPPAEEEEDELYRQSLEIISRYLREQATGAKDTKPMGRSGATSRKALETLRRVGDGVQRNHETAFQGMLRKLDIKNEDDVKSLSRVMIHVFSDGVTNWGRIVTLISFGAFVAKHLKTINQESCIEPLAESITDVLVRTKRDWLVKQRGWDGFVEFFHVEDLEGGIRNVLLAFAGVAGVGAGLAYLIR
Bim-Mcl-1: inhibitors of Bim peptide binding to Mcl-1, primary screen, biochemical, bead-based flow cytometry, multiplex | Bim peptide-Mcl-1 binding | inhibition, % at 10 µM | Induced myeloid leukemia cell differentiation protein Mcl-1 (Homo sapiens), Q07820 | AID 1009, 2008 | 190,000 tested, 0.1% active;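 note: 0% = no compound tracer wells and 100% = peptide blocker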
Bfl-1 Bim block: inhibitors of Bim binding to Bfl-1, primary screen, biochemical, multiplexed, bead-based flow cytometry; AID 1008, 2008; Bcl-2-related protein A1 (Homo sapiens), Q16548; inhibition, % at 10 µM; Bim-Bfl-1 binding inhibition; 190,000 tested, 0.12% active;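 note: 0% = wells without compound plus tracer and 100% = blocker peptide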
Mcl1-Bid inh: Mcl-1/Bid binding inhibitors, primary screen, biochemical, TR-FRET, 1536-well; AID 1021, 2008; Induced myeloid leukemia cell differentiation protein Mcl-1 (Homo sapiens), Q07820; 220,000 tested, 0.97% active; TR-FRET Mcl-1/Bid-Dy647 peptide binding; inhibition, % at 21.7 µM;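 active = compounds that cut the binding signal by more than half at the single screening dose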;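 note: His-tagged Mcl-1 with europium anti-His antibody binding Bid BH3 peptide; 0% = Mcl-1 plus peptide wells and 100% = peptide-only wells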
Bcl-XL Bim block: inhibitors of Bim-Bcl-XL binding, primary screen, biochemical, multiplexed, bead flow cytometry, human Bcl-XL. Bcl-2-like protein 1 (Homo sapiens), Q07817. Bim peptide-Bcl-XL binding, fluorescence. inhibition, % at 10 µM. 190,000 tested, 0.04% active. AID 1007, 2008
RGS4-Gao reg: modulators of RGS4 binding to Galphao, primary screen, biochemical, multiplexed bead flow cytometry. Guanine nucleotide-binding protein G(o) subunit alpha (Homo sapiens), P09471. actives lie on both sides. binding response (% of control), % at 10 µM. 220,000 tested, 0.33% active. AID 1415, 2008; in the data active = binding response below about 49% or above about 150%; inactive = in between;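 note: fluorescent Galphao activated with aluminum fluoride binding bead-coupled RGS4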
The depositor's hits bear a star; ? = inconclusive; · = not tested or not shown. Cut-off read from the data, not from the text of the source, unless noted: active = inhibition above about 40%.

SMILES	RGS8-Gao	Bcl-B Bim block	Bcl-2 Bim block	Bim-Bcl-W	RGS7-Gao reg	Mcl1-Noxa inh	Bim-Mcl-1	Bfl-1 Bim block	Mcl1-Bid inh	Bcl-XL Bim block	RGS4-Gao reg
CC(Sc1nnc(Nc2ccccc2)s1)C(=O)NC1CCCc2ccccc21 (centres undefined)	100	-10	-1	-3	96	8	-3	0	-1	-3	95
O=C1NCC(COCc2ccco2)O1 (centres undefined)	119	-2	-4	-5	118	5	0	-1	-16	-14	122
COc1ccc(-n2c(CN3CCN(c4ccccn4)CC3)nc3ccc([N+](=O)[O-])cc3c2=O)c(OC)c1	103	-4	-1	1	?	8	0	-4	-14	0	101
Cc1cc(C)n(C(=O)CNc2cccc(Cl)c2C)n1	101	1	0	0	100	14	-3	3	-2	2	104
C/C(=N\NC(=O)c1ccc(O)cc1)c1ccc(N2CCOCC2)cc1	92	1	-3	-8	94	-6	-5	3	-6	-1	88
O=C(COc1ccccc1[N+](=O)[O-])NCc1cccnc1	101	-12	-17	-3	99	6	-3	-7	7	-7	99
CS(=O)(=O)N(CC(=O)NCc1ccco1)c1ccc(OCc2ccccc2)cc1	101	0	1	0	?	16	1	-5	-38	1	100
CN(C)S(=O)(=O)N1CCC(Oc2ccc(C(=O)NC3CCCCC3)cc2)CC1	101	-3	0	2	98	4	1	-5	-17	2	99
CCn1cc(C(=O)Nc2ccccc2)c(=O)c2ccc(C)nc21	102	-6	-6	-4	103	10	-4	-7	-31	-5	101
O=C(NN1CCCCC1)c1cnn2c(C(F)F)cc(-c3ccccc3)nc12	101	0	3	0	100	13	0	-3	0	0	101
Cc1ccc(CNC(=O)CSc2nc(C)cs2)cc1	104	0	-3	-2	99	8	0	-4	-24	-1	102
CC1=C(C(=O)OCc2ccc3c(c2)OCO3)C(c2ccc(O)c([N+](=O)[O-])c2)NC(=O)N1 (centres undefined)	104	-6	-1	-4	104	44	-3	-6	-24	-1	105
Oc1ccc(-c2[nH]ncc2-c2cccc3cccnc23)c(O)c1	99	0	-1	-3	100	27	-2	0	5	-4	97
CC(C)(C)N1CC(C(=O)O)CC1=O (centres undefined)	102	-1	0	0	100	7	4	-5	-23	0	101
O=C(Nc1nnc(C2CC2)s1)C1Cc2ccccc2CN1S(=O)(=O)c1cccs1 (centres undefined)	98	0	-5	5	94	30	4	-11	-47	11	97
C=CCN1C(=O)C(Cc2ccc(C)cc2)S/C1=N/N=C/c1ccco1 (centres undefined)	103	-4	-7	0	97	-5	1	-13	-7	-3	102
FC(F)Oc1ccc(NC(=S)NCC2COc3ccccc3O2)cc1 (centres undefined)	103	-9	-3	-5	98	23	-5	-1	-58	-6	103
COc1ccccc1/C=N/Nc1nc(C)cc(C)n1	88	·	·	·	?	13	·	·	2	·	80
O=S(=O)(CCOc1ccccc1)N1CCOCC1	102	-2	0	-1	102	5	0	0	-2	-3	101
O=C(Nc1ccc2snnc2c1)N1CCSCC1	100	-7	-4	-5	99	-7	0	-1	-17	-7	99
CN(C)c1nc(SCc2ccccc2Cl)nc2c1CCCC2	103	-10	-11	-4	100	-1	-3	-13	6	-2	107
O=C(O)CSc1nnc(COc2cccc3cccnc23)n1-c1cccc(C(F)(F)F)c1	102	-4	0	0	97	-6	-1	-4	-21	0	104
O=C(CNCc1ccccc1)Nc1ccccc1-c1ccccc1	102	-2	0	-2	104	14	-3	-1	-21	0	105
CCOc1ccc2nc(NC(=O)C3=NN(c4ccccc4)C(=O)CC3)sc2c1	104	0	1	0	?	4	1	-4	-22	0	103
O=S1(=O)N=C2CCCCCN2C(c2ccc(F)cc2)N1 (centres undefined)	107	0	-2	0	105	-1	0	-3	-10	-3	106
SMILES	RGS8-Gao	Bcl-B Bim block	Bcl-2 Bim block	Bim-Bcl-W	RGS7-Gao reg	Mcl1-Noxa inh	Bim-Mcl-1	Bfl-1 Bim block	Mcl1-Bid inh	Bcl-XL Bim block	RGS4-Gao reg
O=C(Nc1ccc(Cl)cc1)C1=Cc2ccccc2OC1	100	-2	0	-2	94	5	-2	-1	-2	-2	96
S=c1[nH]nc(COc2ccccc2)n1-c1ccccc1	96	-28	-4	-4	104	12	-3	0	-42	-3	101
COc1nc(-c2ccccc2)cc(-c2ccc(OC)c(OC)c2)n1	102	5	0	3	95	-1	2	0	17	2	101
Cc1ccc(SCC(=O)O/N=C(\N)c2ccc([N+](=O)[O-])cc2)cc1	100	-7	-7	1	99	-1	-1	-4	-12	-3	101
Cc1cc(C)c2c(c1)[C@@H]1C=CC[C@@H]1[C@H](c1ccc(S(=O)(=O)N3CCOCC3)cc1)N2	93	6	21	25	103	67*	6	53*	17	10	98
O=S(=O)(c1ccccc1)N(CC(O)Cn1c2ccccc2c2ccccc21)c1ccccc1 (centres undefined)	98	-9	-6	0	96	·	0	-4	-10	-7	97
O=C1CSC(=S)N1c1cccnc1	101	-8	-5	0	98	7	-5	-13	-49	-18	100
CC(C)Oc1cccc(C(=O)C2CCCN(C(=O)c3csnn3)C2)c1 (centres undefined)	96	-3	0	-3	90	-6	0	-5	-16	-1	89
CCn1c(SCC(=O)c2cc(C)n(CC3CCCO3)c2C)nc2ccccc21 (centres undefined)	99	-4	-5	-2	94	21	-1	1	-41	0	94
CSc1ncc(-c2ccccc2)cn1	89	-3	-6	-2	102	16	0	-3	-2	0	81
COCCn1nnnc1C(C(C)C)N1CCOCC1 (centres undefined)	93	2	0	-2	88	12	0	-4	0	0	88
CCCCN(CCCC)S(=O)(=O)c1ccc(NC(=O)c2cccs2)cc1	103	-5	-6	0	99	5	2	-10	1	0	102
O=C(N/N=C(\Cc1ncc[nH]1)c1ccccc1)c1ccccc1	100	-2	-4	3	105	-17	0	-6	-13	1	100
O=C(O)CC1C(=O)NCCN1CCCc1ccccc1 (centres undefined)	104	-7	-10	2	93	3	-2	-7	5	-2	100
CCOC(=O)C(NC(=O)CCl)(Nc1sc(C)c(CC)c1C#N)C(F)(F)F (centres undefined)	99	-9	-19	-2	95	18	-2	-13	-10	-6	98
O=C(NC1=NCCS1)c1ccccc1OCc1ccccc1Cl	101	-3	-1	0	102	1	1	-4	-9	-3	104
COC(=O)c1cc(Cl)c(NC(=O)/C=C/c2ccc(OC)c(OC)c2)cc1OC	103	-8	-8	-1	101	7	0	-15	-2	-1	101
COc1ccc(N(C(=O)c2ccncc2)S(=O)(=O)c2ccc3c4c(cccc24)C(=O)N3C)cc1	101	-4	-2	0	99	16	-1	-3	-8	0	99
O=C(CSc1nnc(NC(=O)Cc2ccccc2)s1)NCC1CCCO1 (centres undefined)	97	-8	-4	-4	91	9	-2	-6	-7	-5	101
COc1ccc(NC(=O)Cn2c(=O)n(CC3CCCO3)c(=O)c3ccccc32)c(OC)c1 (centres undefined)	98	-3	0	0	102	-9	0	-5	-38	0	104
CCN(c1ccccc1)S(=O)(=O)c1ccc(OC)c(N=N/C(C(=O)Nc2ccccc2)=C(/C)O)c1	105	-7	-9	-3	101	12	-2	-5	-16	0	105
Cc1ccc(S(=O)(=O)N2CCC(C(=O)N3CCN(Cc4ccccc4)CC3)CC2)cc1	98	-7	-4	0	100	2	1	-11	-7	-3	96
COc1ccc2c(c1)CCc1cc(C(=O)O)sc1-2	104	·	·	·	?	9	·	·	4	·	100
O=C(NCC1CCCO1)c1ccccn1 (centres undefined)	102	-4	-7	0	100	-7	1	-16	-8	-4	102
C=CCn1cnc2c(sc3nc(C)cc(C)c32)c1=O	100	·	·	·	?	-18	·	·	-10	·	98
SMILES	RGS8-Gao	Bcl-B Bim block	Bcl-2 Bim block	Bim-Bcl-W	RGS7-Gao reg	Mcl1-Noxa inh	Bim-Mcl-1	Bfl-1 Bim block	Mcl1-Bid inh	Bcl-XL Bim block	RGS4-Gao reg
CCC(C)[C@@H](NC(=O)OC(C)(C)C)c1nnc(S(=O)(=O)Cc2cccc(C)c2)o1 (some centres undefined)	95	0	-3	-3	94	1	-1	-3	-35	0	97
Nc1nn(-c2ccccc2)nc1C(=O)OCc1ccccc1F	103	-2	-2	0	101	-15	1	-4	4	-1	101
Cc1nc(CC(=O)c2c(C)cc(O)cc2O)cs1	99	-9	-8	-6	99	23	-4	-19	-27	-7	99
Cc1c(C(=O)NC2CCCc3ccccc32)oc2ccccc12 (centres undefined)	100	-1	-5	2	103	8	0	-3	-1	0	98
COc1ccccc1OCC(=O)NCCNC(=O)COc1ccccc1OC	101	-6	-4	1	104	9	1	-9	-18	-3	106
Cc1ccc(NC(=O)Cc2nnc(N)s2)cc1	102	·	·	·	?	0	·	·	-15	·	102
CC(C)(C)C1CCC(=NNC(=O)c2cc3c(s2)CCCC3)CC1 (centres undefined)	89	26	29	41*	103	-2	31	44*	7	43*	104
COCCCNC(=O)Nc1ccc(F)cc1F	99	-5	-8	0	98	1	-1	-10	-7	-7	100
COc1cc(/C=C2\SC(=S)N(NC(=O)c3cccnc3)C2=O)ccc1O	101	·	·	·	?	-3	·	·	-55	·	100
CCN(CC)S(=O)(=O)c1cc(C(=O)OCC(=O)c2ccc3c(c2)NC(=O)CO3)ccc1F	100	0	-8	0	101	-20	17	-9	-10	-11	97
COc1ccc(O)c(-c2cc(-c3cccc(Br)c3)n[nH]2)c1	102	-2	-2	-1	101	12	0	0	-8	-5	106
Cc1nn(CC2CC2)c(=O)n1-c1ccc(Cl)cc1	101	0	-3	-1	?	0	0	-3	-25	-2	103
CC1=C(C(=O)Nc2ccccn2)C(c2ccccc2Cl)NC(=S)N1 (centres undefined)	105	-10	1	0	110	0	0	0	-36	0	107
O=C(CN1CCN(c2ccccc2)CC1)Nc1ccc(OCc2ccccc2)cc1	99	-10	-6	0	99	-1	-2	-17	-34	-7	101
Cc1ccc(C(=O)NCC2CCCO2)o1 (centres undefined)	95	0	-3	-1	96	8	-2	-4	-6	-4	95
CCn1nc(C)c(NC(=O)c2cc(Br)ccc2Cl)c1C	100	-10	-11	-6	99	18	-5	-22	4	-6	103
O=C(c1ccc(NS(=O)(=O)c2cccs2)cc1)N1CCCCC1	125	7	7	10	129	16	12	14	-3	14	129
CC(C)(C)C(=O)CSc1ncnc2sc3c(c12)CCC3	98	-4	0	0	101	20	-3	2	5	0	101
